Screening results: PubChem BioAssay, several laboratories
Runt-CBFb FRET – inhibitors of human RUNX1 Runt domain binding to CBFb. Cerulean-Runt/Venus-CBFb FRET ratio 530/480, 1 h. AID 1496. actives 0.46% (n = 220,000). Q01196+Q13951. inhibition, % at 20 µM;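 active = inhibition over about 50% at 20 µM in the single-dose screen, limit read from the data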;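 note: 0% = DMSO wells and 100% = excess unlabeled CBFb competitor control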
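Schedule: protein complex preformed 1 h, compound exposure 1 h, room temperature, dark; test system: Cerulean-labeled Runt domain protein; amount: 100 nM per protein; buffer or medium: Tris 50 mM pH 7.5, KCl, K2SO4, 0.01% BSA; read-out: loss of energy transfer signal; detection: FRET fluorescence; controls: 5 µM unlabeled CBFb as full-inhibition high control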
RBBP9 inhibitor – inhibitors of human serine hydrolase RBBP9 | inhibition, % at 7.94 µM | recombinant RBBP9, FP-Rh probe fluorescence polarization | actives 0.2% (n = 220,000);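 active = inhibition above the campaign mean of all tested compounds plus 3 SD, cut at about 14% in these data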;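 note: plate controls were DMSO wells with RBBP9 for no effect and wells lacking RBBP9 protein for full effect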
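System: RBBP9 protein / Buffer or medium: Tris/NaCl buffer pH 8.0 with 0.1% Pluronic / Probe or stimulus: Serine-hydrolase probe FP-Rh, 375 nM pre-mixing / Dosing: 7.94 µM single dose, 0.794% DMSO / Times: enzyme-compound preincubation 30 min, then probe labeling 45 min, 25 °C / Technique: fluorescence polarization (mP), excitation 525 nm, emission 598 nm / Replication: singlicate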
NCF1 inh – p47phox (human) inhibition | AID 1274 | actives 0.53% (n = 220,000) | p47phox/p22phox peptide binding, fluorescence polarization, 2 h | inhibition, % at 24.7 µM;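 active = inhibition above about 30%, limit read from the data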;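 note: 0% = p47phox with labelled peptide and 100% = labelled peptide alone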
EBV gp42 block – blocks Epstein-Barr virus glycoprotein 42 binding; Q1HVG2; Fluorescence polarization binding assay, mP read-out; inhibition, % (tested at 21.74 µM); actives 0.42% (n = 220,000); in the data active = inhibition above about 50%
Target sequence (Q1HVG2 whole entry, looked up): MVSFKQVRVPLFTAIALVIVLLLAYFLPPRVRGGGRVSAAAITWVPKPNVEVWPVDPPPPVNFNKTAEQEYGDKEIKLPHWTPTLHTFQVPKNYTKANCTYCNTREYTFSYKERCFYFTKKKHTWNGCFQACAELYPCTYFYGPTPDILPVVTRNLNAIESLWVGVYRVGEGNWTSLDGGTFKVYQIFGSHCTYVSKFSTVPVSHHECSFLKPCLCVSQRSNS
p97 ATPase inh – inhibitors of human p97 ATPase; recombinant p97 ATPase, Kinase-Glo ATP luminescence, 3 h; inhibition, % at 8 µM; actives 0.42% (n = 220,000); AID 1481; in the data active = inhibition above about 15%;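 note: 0% = DMSO vehicle and 100% = wells lacking enzyme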
Target sequence (P55072 whole entry, looked up): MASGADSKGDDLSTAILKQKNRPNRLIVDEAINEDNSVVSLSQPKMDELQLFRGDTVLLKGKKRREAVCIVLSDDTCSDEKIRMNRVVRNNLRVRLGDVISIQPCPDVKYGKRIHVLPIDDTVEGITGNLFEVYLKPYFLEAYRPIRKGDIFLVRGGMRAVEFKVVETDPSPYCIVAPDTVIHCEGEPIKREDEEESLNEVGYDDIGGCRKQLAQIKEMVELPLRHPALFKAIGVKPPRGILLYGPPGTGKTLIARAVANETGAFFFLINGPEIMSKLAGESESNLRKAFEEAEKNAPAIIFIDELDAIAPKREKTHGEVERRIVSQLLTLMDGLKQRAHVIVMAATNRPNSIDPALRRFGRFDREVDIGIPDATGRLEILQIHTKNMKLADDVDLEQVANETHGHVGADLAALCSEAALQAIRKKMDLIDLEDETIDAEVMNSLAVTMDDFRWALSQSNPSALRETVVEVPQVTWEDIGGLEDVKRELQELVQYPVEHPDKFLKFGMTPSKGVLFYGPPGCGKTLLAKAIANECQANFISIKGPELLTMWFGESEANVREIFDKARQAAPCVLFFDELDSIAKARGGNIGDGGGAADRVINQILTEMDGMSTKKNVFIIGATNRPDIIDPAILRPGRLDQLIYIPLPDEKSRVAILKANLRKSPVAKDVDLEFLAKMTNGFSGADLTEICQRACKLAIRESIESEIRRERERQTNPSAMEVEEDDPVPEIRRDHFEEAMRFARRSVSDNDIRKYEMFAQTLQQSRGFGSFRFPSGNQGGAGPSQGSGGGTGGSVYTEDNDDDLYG
TbHK1 inh – blocks Trypanosoma brucei hexokinase 1 activity. recombinant TbHK1, G6PDH-coupled NADH A340. inhibition, % at 10 µM. actives 0.11% (n = 220,000). AID 1430;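 active = inhibition of 50% or more in the single-dose primary screen; inactive = inhibition below 50%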
Furin inhibitor – inhibitors of human furin. P09958. purified furin, fluorogenic substrate cleavage. inhibition, % at 30 µM. actives 0.061% (n = 220,000). AID 463115; in the data active = inhibition above about 25%; note: inactives centre near -15
Runt-SMMHC FRET – Runt domain-CBFb-SMMHC interaction inhibition; Q01196+Q13951; Cerulean-Runt/Venus-CBFb-SMMHC FRET ratio 530/480, 1 h; inhibition, % at 20 µM; actives 0.74% (n = 220,000); AID 1434;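 active = mean inhibition across duplicate retests at 20 µM reaching about 50%, limit read from the data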;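 note: 0% = DMSO wells and 100% = wells with excess untagged CBFb-SMMHC; inhibitors lower the FRET ratio by blocking Runt binding to CBFb-SMMHC; some results filed as inactive read as strong as hits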
m-calpain inh – calpain II (pig) inhibition. purified calpain II, fluorogenic peptide substrate, 30 min. inhibition, % at 16 µM. actives 0.37% (n = 220,000);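 active = inhibition above about 50%, limit read from the data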
* = called active by the depositor; . = not tested or not shown; [ ] = remark or other dose.

SMILES | Runt-CBFb FRET | RBBP9 inhibitor | NCF1 inh | EBV gp42 block | p97 ATPase inh | TbHK1 inh | Furin inhibitor | Runt-SMMHC FRET | m-calpain inh
Cc1cc(C(=O)OCC(=O)N2CCN(c3ccccc3)CC2)c2ccccc2n1 | 0 | -5 | -1 | -72 | -2 | -4 | -18 | 2 | 23
CC(=O)Nc1ccc(S(=O)(=O)Nc2nc3ccccc3nc2Nc2cccc(S(N)(=O)=O)c2)cc1 | -2 | -5 | -13 | -6 | 5 | -55 | -1 | 3 | 1
CCOC(=O)C1CCCN(CCC(=O)Nc2cc(C)ccc2C)C1 (centres undefined) | 3 | -6 | -3 | -8 | 4 | -4 | -32 | 3 | -34
O=C(COC(=O)c1ccncc1)NCCCc1ccccc1 | -1 | -4 | -1 | -25 | 4 | -1 | -33 | -7 | -59
COc1ccc(S(=O)CC(=O)Nc2ccc(Cl)cc2Cl)cc1 (centres undefined) | 3 | -13 | -24 | 0 | 1 | -7 | -17 | -3 | -17
CN(C)S(=O)(=O)c1ccc(Cl)c(NC(=O)COC(=O)C2CCCO2)c1 (centres undefined) | 2 | -6 | 4 | -20 | 5 | -7 | -30 | 1 | -12
COc1ccc(CN(CC2CCCO2)C(=O)CN2C(=O)C(C)Oc3ccc(C)cc32)cc1OC (centres undefined) | -2 | -9 | -2 | -20 | -1 | 6 | -19[20 µM] | -1 | -13
O=C(N1CCOCC1)N1CCN(C(c2ccccc2)c2ccccc2)CC1 | -1 | -6 | -15 | -16 | -4 | -1 | -14[20 µM] | -4 | -10
Cc1nnc(SCC(=O)Nc2ccc3c(c2)OCO3)n(N)c1=O | 0 | 2 | . | -11 | 1 | -4 | -36 | 3 | 2
CC1Cc2ccccc2N1C(=O)c1cc2sccc2n1Cc1ccc(F)cc1 (centres undefined) | 0 | -1 | -21 | -11 | -1 | 2 | 13[20 µM] | 2 | -14
CC1=NNC(=O)C1CCC(=O)N/N=C\c1cccc(Cl)c1 (centres undefined) | 1 | -5 | -7 | -9 | 0 | 0 | -19 | 1 | -1
Cc1ccc(-c2cc(C#N)c(=O)n(Cc3c(Cl)cccc3Cl)c2)cc1 | 1 | -5 | -2 | -1 | 0 | 2 | -17[20 µM] | 3 | -84
Cc1cccc(N2CCN(C(=O)C(C)n3nc(C)n4c(cc5occc54)c3=O)CC2)c1C (centres undefined) | -2 | 5 | -9 | 0 | 1 | -11 | -8[20 µM] | -6 | -46
CC(C)c1cc(NCCCN2CCOCC2)n2c(nc3ccccc32)c1C#N | 20 | -8 | -4 | -14 | 6 | 4 | -48 | 52 | -408
O=S(=O)(NCc1c(Cl)cccc1Oc1ccccc1)c1ccccc1 | 2 | -16 | -4 | -6 | -8 | 13 | 7 | 3 | 39
O=C(Nc1nnc(C23CC4CC(CC(C4)C2)C3)s1)c1ccc(N2C(=O)CCC2=O)cc1 | -8 | -9 | -10 | -8 | 4 | 7 | -30 | 2 | -57
COC(=O)C1CCN(CC(=O)Nc2ccc(OC)c(Cl)c2)CC1 | 1 | -7 | 0 | -11 | 3 | 1 | -17 | 0 | 1
COC(=O)[C@H](Cc1ccccc1)NC(=O)N(C)Cc1ccccc1 | 0 | -3 | -1 | -1 | 4 | -6 | -19 | 1 | 4
CCc1ccc(OCC(=O)NNC(=O)Cc2cccs2)cc1 | -1 | 3 | -25 | -23 | 7 | 2 | -19 | -2 | -56
Cc1ccc(Cl)cc1N=C(N)N=C(N)N | 0 | -8 | -5 | -2 | 3 | 1 | -29 | 0 | 3
COc1ccc(C2Sc3nncn3N2Cc2ccc(C#N)cc2)cc1 (centres undefined) | -2 | -4 | 8 | 8 | 6 | 2 | -28 | -5 | -5
Oc1cccc(NC(=S)Nc2ccc(SC(F)F)cc2)c1 | 6 | -11 | -13 | 0 | 4 | 22 | -15 | 2 | -9
O=C(NN1C(=O)c2ccccc2NC1c1ccccn1)c1ccc([N+](=O)[O-])cc1 (centres undefined) | 2 | -8 | -13 | -5 | 3 | 23 | -5 | -4 | 18
Cc1nc(SC(C)C(=O)Nc2cccc(C(F)(F)F)c2)c2c(C)c(C(=O)O)sc2n1 (centres undefined) | 19 | -2 | -9 | -14 | 12 | -9 | -29 | 0 | -19
O=C(NCc1ccc(F)cc1)N[C@@H](Cc1ccccc1)C(=O)O | -1 | 4 | -6 | -12 | 10 | -6 | -27 | 1 | -15

Further records.
SMILES | Runt-CBFb FRET | RBBP9 inhibitor | NCF1 inh | EBV gp42 block | p97 ATPase inh | TbHK1 inh | Furin inhibitor | Runt-SMMHC FRET | m-calpain inh
O=C(Cc1c(Cl)cccc1Cl)Nc1cccc(S(=O)(=O)N2CCOCC2)c1 | . | -1 | -9 | -1 | 2 | 1 | -14 | -2 | -4
O=C(NC1(C(F)(F)F)NC(=O)N(c2ccccc2F)C1=O)c1ccncc1 (centres undefined) | 4 | -4 | -10 | 3 | -2 | 2 | -17 | -3 | -6
COc1ccc(OC)c2[nH]c(=O)c(CCNC(=O)c3ccc4c(c3)OCO4)cc12 | -1 | -3 | -9 | -53 | 2 | 3 | -11 | 2 | -46
COC(=O)c1ccc(/C=N/NC(=O)CC(=O)NCC(C)C)cc1 | 1 | -6 | -3 | 2 | -1 | 1 | -8[20 µM] | -2 | -67
COc1ccc(C(c2nnnn2Cc2cccs2)N2CCC(C(N)=O)CC2)c(OC)c1 (centres undefined) | 0 | -9 | 27 | -7 | -6 | 0 | -26 | 1 | -10
C=CCn1c(SCc2c(C(=O)OC)sc(N)c2C(=O)OC)nnc1-c1ccc(Cl)cc1 | -2 | -6 | -8 | -46 | 4 | -19 | -14[20 µM] | -1 | -5
CCN(C(=O)CSc1nnc2c3ccccc3n(CC)c2n1)C1CCS(=O)(=O)C1 (centres undefined) | 2 | -4 | -9 | 3 | 0 | -20 | -9 | 1 | 25
COc1ccc(O)c(C=NCC(C)N=Cc2cc(OC)ccc2O)c1 (centres undefined) | -8 | -6 | -8 | -17 | -1 | -4 | -30 | -23 | 5
O=C(CN1CCC(N2CCCCC2)CC1)N1CCOCC1 | -2 | -1 | 0 | 1 | 2 | 0 | -29 | -2 | 12
O=C(O)Cc1ccc(N=Nc2c(O)c(C(=O)O)cc3ccccc23)cc1 | -3 | 2 | -112 | -2 | 2 | 8 | -3 | 1 | 6
CN(C)CCCCOc1ccc(Br)cc1Cl | 1 | 10 | -9 | -11 | 1 | 6 | -4 | -1 | 7
CCN(CC)S(=O)(=O)c1cccc(-c2nnc(SCC(N)=O)n2CCc2ccccc2)c1 | -2 | 1 | -6 | -7 | -1 | -8 | -13[20 µM] | -3 | -2
Cc1cccc(NC(=O)CN2CCN(CC(=O)Nc3cccc(C)c3)CC2)c1 | -1 | -3 | 0 | -21 | 1 | 0 | -29 | 0 | -4
O=C(c1ccc(S(=O)(=O)N2CCOCC2)cc1)N1CCN(S(=O)(=O)c2ccc(Cl)s2)CC1 | 2 | -11 | 2 | -29 | -1 | -14 | -10 | 0 | -12
CCO/N=C(/c1nonc1N)N1CCN(c2ccc([N+](=O)[O-])cc2)CC1 | -3 | -11 | 5 | -12 | 1 | -10 | -11[20 µM] | -4 | -53
O=C1/C(=C/c2ccc(F)cc2)CCC1C1CCCC1 (centres undefined) | 0 | -6 | 15 | 10 | -4 | -4 | -5 | 0 | 25
CC1(C)O[C@@H]2[C@@H](CO[C@@]3(COS(N)(=O)=O)OC(C)(C)O[C@@H]23)O1 | 3 | -7 | -3 | -9 | 4 | . | . | -3 | -16
CNC(=S)NC(CC(=O)OC)c1ccc2c(c1)OCO2 (centres undefined) | 1 | 1 | 0 | -15 | 2 | 0 | -15 | 4 | 21
CCN1CCCc2cc(CN(CCN3CCOCC3)C(=O)Nc3ccc(C)c(C)c3)ccc21 | -1 | 1 | 12 | 9 | 2 | -11 | -20[20 µM] | -1 | -8
Cc1cc(C)c2c(N)c(C(=O)c3ccc(Cl)cc3Cl)sc2n1 | 6 | -8 | -3 | -8 | 5 | 14 | -24 | -14 | -200
O=C(CCN1CCOCC1)Nc1ccc2c(c1)CCC2 | 1 | 3 | -4 | -16 | 2 | 1 | -11[20 µM] | -3 | 33
O=C(NC1CCCC1)C(c1ccc(O)cc1)N(CC1CCCO1)C(=O)C1COc2ccccc2O1 (centres undefined) | 0 | -11 | -3 | 0 | 5 | 0 | -19 | 5 | -52
CC(/C=C/c1ccccc1)NC(N)=O (centres undefined) | 1 | -6 | -3 | -15 | 7 | -4 | -17 | -2 | -13
CCOc1ccc(C(CC(=O)O)NC(=O)CCCOc2ccc(Cl)cc2C)cc1 (centres undefined) | 1 | -2 | 5 | 1 | -5 | -3 | -7 | -4 | 12
O=C(Cn1c(/C=C/c2ccccc2)nc2ccccc21)Nc1ccc(F)cc1 | 0 | -8 | -3 | -8 | -5 | 0 | -13 | -1 | -63

Taken from above:
Under Runt-CBFb FRET, `CCO/N=C(/c1nonc1N)N1CCN(c2ccc([N+](=O)[O-])cc2)CC1` reads -3
Under Runt-SMMHC FRET, `CC(=O)Nc1ccc(S(=O)(=O)Nc2nc3ccccc3nc2Nc2cccc(S(N)(=O)=O)c2)cc1` reads 3

Continuation.
SMILES | Runt-CBFb FRET | RBBP9 inhibitor | NCF1 inh | EBV gp42 block | p97 ATPase inh | TbHK1 inh | Furin inhibitor | Runt-SMMHC FRET | m-calpain inh
O=C(NCc1ccccc1)Nc1cccc2ccccc12 | 1 | -11 | -11 | 1 | -4 | 1 | -19 | -2 | -2
Cc1ccnc(SCC(=O)c2ccc([N+](=O)[O-])cc2)n1 | 28 | -5 | 1 | 0 | -1 | -4 | -14 | 3 | 13
C=CCOc1nc2c(c(=O)n(C)c(=O)n2C)n1Cc1c(Cl)cccc1Cl | -4 | -3 | -9 | -8 | 2 | 9 | -6 | 5 | -9
O=C(Nc1ccc2c(c1)OCCO2)c1ccoc1 | 0 | -6 | -11 | -11 | 1 | -4 | -17 | -13 | -26
COc1ccc(NC(=O)/C(C#N)=C/C=C/c2ccco2)cc1 | 10 | -8 | -17 | 6 | 2 | 4 | -12 | -1 | 8
O=C(N/N=C\CCc1ccccc1)c1ccco1 | -2 | 1 | -4 | -13 | 3 | -2 | -12 | -3 | 9
COc1cccc(NC(=O)N2CCCC(C(=O)Nc3ccccc3OC)C2)c1 (centres undefined) | 0 | -7 | 1 | -16 | 3 | 3 | -14 | 2 | 12
CCCC(C(=O)N1CCOCC1)N1C(=O)C2C3C=CC(C3)C2C1=O (centres undefined) | -3 | -4 | -9 | -15 | 2 | -4 | -19 | 1 | -19
O=C(NCCN1CCCCC1)/C(=N\O)c1ccccc1 | -2 | -1 | -2 | 0 | 3 | 11 | -24 | 26 | 18
O=C(c1cccc(Br)c1)N1CCN(C(=O)N2CCCCC2)CC1 | -1 | -10 | -10 | -17 | 0 | 1 | -12[20 µM] | -10 | 4

Single records, as listed above.
Entry for COc1cccc(NC(=O)N2CCCC(C(=O)Nc3ccccc3OC)C2)c1 (centres undefined) → Runt-CBFb FRET: 0; RBBP9 inhibitor: -7; NCF1 inh: 1; EBV gp42 block: -16; p97 ATPase inh: 3; TbHK1 inh: 3; Furin inhibitor: -14; Runt-SMMHC FRET: 2; m-calpain inh: 12
Entry for Cc1ccnc(SCC(=O)c2ccc([N+](=O)[O-])cc2)n1 → Runt-CBFb FRET: 28; RBBP9 inhibitor: -5; NCF1 inh: 1; EBV gp42 block: 0; p97 ATPase inh: -1; TbHK1 inh: -4; Furin inhibitor: -14; Runt-SMMHC FRET: 3; m-calpain inh: 13
